High-throughput results as filed in PubChem.
GPR55 beta-arrestin: GPR55 agonists via beta-arrestin recruitment, primary screen, imaging, U2OS cells, beta-arrestin-GFP redistribution (AID 1961); G-protein coupled receptor 55 (Homo sapiens); U2OS GPR55 beta-arrestin-GFP redistribution imaging; higher % means a stronger effect; one-dose activation, % at 10 µM; EC50 in µM for titrated hits; actives 0.048% (n = 290,000);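 active = activation above 40% with more than 50 cells counted in the well; inconclusive = wells holding fewer than 50 cells, flagged as toxic or sparse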;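 note: U2OS osteosarcoma cells stably expressing GPR55 and beta-arrestin-GFP; plate controls were DMSO negative control for no effect and LPI positive control for full effect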
KOR beta-arrestin-1: KOR agonists, beta-arrestin recruitment, primary screen, cell-based, luminescence, uHTS (AID 1777); KOR beta-arrestin recruitment, luminescence; higher % means a stronger effect; one-dose activation, % at 10 µM; EC50 in µM for titrated hits; Kappa-type opioid receptor (Homo sapiens); actives 0.02% (n = 280,000); in the data active = activation above about 50%, passing the limit was not always enough; note: a part of the inactive calls stands beside numbers as strong as those of hits
SIAH1 antagonists: Siah-1 peptide-binding antagonists, primary screen, biochemical, fluorescence polarization, rhodamine-plectin, uHTS (AID 1817) | E3 ubiquitin-protein ligase SIAH1 (Homo sapiens) | Siah-1 / rhodamine-plectin peptide fluorescence polarization; higher % means a stronger effect | displacement, % at 20 µM; hits with a dose series show IC50 in µM | actives 0.02% (n = 290,000);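 active = displacement of at least 50% at 20 µM, with a fluorescence ratio check between 0.3 and a set limit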;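 note: plate controls were Siah plus tracer with DMSO for no effect and tracer alone without Siah for full effect; strong numbers were not always called active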
GPR35 antagonists: GPR35 antagonists blocking zaprinast-driven arrestin recruitment, primary screen, imaging, U2OS, beta-arrestin-GFP, zaprinast agonist (AID 2058); G-protein coupled receptor 35 (Homo sapiens); U2OS GPR35 beta-arrestin-GFP translocation imaging, zaprinast antagonism; higher % means a stronger effect; inhibition, % at 10 µM; hits with a dose series show IC50 in µM; actives 0.052% (n = 290,000);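 active = inhibition of at least 50% with at least 30 cells and total cytoplasm GFP at most 10,000,000; inconclusive = under 30 cells or total GFP of 10,000,000 plus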
HIV fusion peptide: inhibitors of HIV fusion peptide binding, primary screen, biochemical, uHTS, fluorescence dequenching (AID 1986); actives 0.3% (n = 290,000); cell-free peptide binding, fluorescence dequenching, 30 min; higher % means a stronger effect; inhibition, % at 20 µM, or IC50 in µM where a hit was titrated; in the data active = inhibition mostly above about 52%, no sharp cut-off; inactive = mostly below about 76%; note: some results filed as inactive read as strong as hits
NOD1 NF-kB reporter: NOD1 signaling inhibitors, primary screen, cell-based, luminescence, uHTS (AID 1578); NOD1-driven NF-kB luciferase reporter cells, luminescence; higher % means a stronger effect; inhibition, % at 4 µM, or EC50 in µM where a hit was titrated; actives 1% (n = 290,000); in the data active = inhibition mostly above about 36%, no sharp cut-off; inactive = mostly below about 34%;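 note: HEK-293T reporter cells stimulated with the NOD1 agonist gamma-tri-DAP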
KOR beta-arrestin-2: KOR antagonists, beta-arrestin recruitment, cell-based, luminescence, uHTS (AID 1778). actives 0.091% (n = 290,000). inhibition, % at 10 µM; hits with a dose series show IC50 in µM. Kappa-type opioid receptor (Homo sapiens). KOR beta-arrestin recruitment, luminescence, antagonist mode; higher % means a stronger effect; in the data active = inhibition above about 50%; note: strong numbers were not always called active
AID2073: inhibitors of Mint1-CaV2.2 protein interaction, biochemical, HTRF (AID 2073) | Voltage-dependent N-type calcium channel subunit alpha-1B (Homo sapiens) | HTRF protein-protein interaction, Mint1-CaV2.2; higher % means a stronger effect | inhibition, % at 20 µM; hits with a dose series show IC50 in µM | actives 0.19% (n = 290,000); in the data active = inhibition mostly above about 51%, no sharp cut-off; inconclusive = no clear call, values can overlap the other calls; inactive = mostly below about 53%; note: some results filed as inactive read as strong as hits
GPR55 antagonists: GPR55 antagonists blocking LPI-driven arrestin recruitment, primary screen, imaging, U2OS, beta-arrestin-GFP, LPI agonist (AID 2013); G-protein coupled receptor 55 (Homo sapiens); U2OS GPR55 beta-arrestin-GFP translocation imaging, LPI antagonism; higher % means a stronger effect; inhibition, % at 10 µM, or IC50 in µM where a hit was titrated; actives 0.13% (n = 290,000);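 active = spots per cell inhibited over 60%, with over 100 cells counted and total cytoplasm intensity under 500,000; inconclusive = wells with under 100 cells, flagged as likely toxic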;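 note: U2OS cells stably carrying GPR55 and arrestin-GFP stimulated by 5 µM LPI near EC80; imaged beta-arrestin-GFP aggregate spots per cell after agonist stimulation; plate controls were LPI-stimulated DMSO wells for no effect and DMSO wells without LPI for full effect; some results filed as inactive read as strong as hits; confirmed hits need IC50 under 10 µM and bright autofluorescent wells are also inconclusive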
An asterisk follows results filed as active; [ ] = remark or other dose. Some of the compounds tested (hit frequency here may not be typical).

The opening 2 entries, to show the layout:
Screening COc1cc(OC)cc(-n2c3nc4ccccc4nc3c3c(=O)n(CC4CCCO4)cnc32)c1 (configuration not stated) returned GPR55 beta-arrestin -0.3%, KOR beta-arrestin-1 -1.3%, SIAH1 antagonists -1%, GPR35 antagonists 11%, HIV fusion peptide 4.4%, NOD1 NF-kB reporter 6%, KOR beta-arrestin-2 -10%, AID2073 inconclusive and GPR55 antagonists 0%.
Cc1ccc(C(=O)Nc2c3c(nn2C(C)(C)C)CS(=O)(=O)C3)cc1[N+](=O)[O-] was read as GPR55 beta-arrestin -0.2%, KOR beta-arrestin-1 -1.0%, SIAH1 antagonists -2%, GPR35 antagonists 5%, HIV fusion peptide 0.3%, NOD1 NF-kB reporter -19%, KOR beta-arrestin-2 -67%, AID2073 0% and GPR55 antagonists -15%.

Main list (from the top)
Screening COc1cc(OC)cc(-n2c3nc4ccccc4nc3c3c(=O)n(CC4CCCO4)cnc32)c1 (configuration not stated) returned GPR55 beta-arrestin -0.3%, KOR beta-arrestin-1 -1.3%, SIAH1 antagonists -1%, GPR35 antagonists 11%, HIV fusion peptide 4.4%, NOD1 NF-kB reporter 6%, KOR beta-arrestin-2 -10%, AID2073 inconclusive and GPR55 antagonists 0%.
Cc1ccc(C(=O)Nc2c3c(nn2C(C)(C)C)CS(=O)(=O)C3)cc1[N+](=O)[O-] was read as GPR55 beta-arrestin -0.2%, KOR beta-arrestin-1 -1.0%, SIAH1 antagonists -2%, GPR35 antagonists 5%, HIV fusion peptide 0.3%, NOD1 NF-kB reporter -19%, KOR beta-arrestin-2 -67%, AID2073 0% and GPR55 antagonists -15%.
O=C(c1c(F)cccc1Cl)N1CCN(S(=O)(=O)c2ccc3c(c2)OCCCO3)CC1 was read as GPR55 beta-arrestin -0.1%, KOR beta-arrestin-1 -2.0%, SIAH1 antagonists 5%, GPR35 antagonists 1%, HIV fusion peptide -0.5%, NOD1 NF-kB reporter -20%, KOR beta-arrestin-2 16%, AID2073 0% and GPR55 antagonists 17%.
Screening CCC(=O)N1CCN(c2ccc(NC(=O)COc3cccc(C)c3C)cc2)CC1 returned GPR55 beta-arrestin -0.2%, KOR beta-arrestin-1 1.6%, SIAH1 antagonists -4%, GPR35 antagonists -11%, HIV fusion peptide -1.2%, NOD1 NF-kB reporter -6%, KOR beta-arrestin-2 -21%, AID2073 2% and GPR55 antagonists -1%.
C/C(=N\NC(=O)c1ccccc1NC(=O)c1ccc(Cl)cc1)c1ccncc1 was read as GPR55 beta-arrestin -0.2%, KOR beta-arrestin-1 -1.3%, SIAH1 antagonists 23%, GPR35 antagonists -4%, HIV fusion peptide -0.6%, NOD1 NF-kB reporter 60%*, KOR beta-arrestin-2 -16%, AID2073 -3% and GPR55 antagonists 10%.
COc1ccccc1CN(C(=O)CNC(=O)c1ccco1)C(C(=O)NCC1CCCO1)c1ccccc1 (configuration not stated) was read as GPR55 beta-arrestin -0.2%, KOR beta-arrestin-1 -1.7%, SIAH1 antagonists 4%, GPR35 antagonists 18%, HIV fusion peptide -0.4%, NOD1 NF-kB reporter 2%, KOR beta-arrestin-2 16%, AID2073 7% and GPR55 antagonists 9%.
`CCOc1ccc(C(C(=O)NCCOC)N(CCOC)C(=O)CCC(=O)Nc2ccccn2)cc1` (configuration not stated) gave GPR55 beta-arrestin 0.0%, KOR beta-arrestin-1 -0.8%, SIAH1 antagonists -1%, GPR35 antagonists 6%, HIV fusion peptide -0.9%, NOD1 NF-kB reporter -20%, KOR beta-arrestin-2 -21%, AID2073 8% and GPR55 antagonists 0%.
CCN1C(=O)CC(N2CCC(Nc3ccc(F)cc3)CC2)C1=O (configuration not stated) was read as GPR55 beta-arrestin -0.1%, SIAH1 antagonists -3%, GPR35 antagonists 23%, HIV fusion peptide -1.5%, NOD1 NF-kB reporter -16%, AID2073 -6% and GPR55 antagonists -8%.
For N#CCCN(Cc1cccnc1)C(=O)Nc1ccccc1 the results were GPR55 beta-arrestin 0.0%, KOR beta-arrestin-1 0.1%, SIAH1 antagonists -4%, GPR35 antagonists 7%, HIV fusion peptide 0.1%, NOD1 NF-kB reporter -18%, KOR beta-arrestin-2 -4%, AID2073 12% and GPR55 antagonists 4%.
For CN(Cc1ccccc1)C(=O)c1ccc(COc2ccccc2)cc1 the results were GPR55 beta-arrestin -0.3%, KOR beta-arrestin-1 0.3%, SIAH1 antagonists 8%, GPR35 antagonists 18%, HIV fusion peptide -0.8%, NOD1 NF-kB reporter -18%, KOR beta-arrestin-2 -44%[20 µM], AID2073 2% and GPR55 antagonists 1%.
FC(F)(F)c1ccnc(N2CCN(Cc3cnc(-c4ccccc4)[nH]3)CC2)c1 was read as GPR55 beta-arrestin 0.2%, SIAH1 antagonists 2%, GPR35 antagonists 4%, HIV fusion peptide -1.0%, NOD1 NF-kB reporter -12%, KOR beta-arrestin-2 -5%, AID2073 13% and GPR55 antagonists -7%.
For COC(=O)c1ccc(C23CC4(C2)[C@H](CN(C)[C@@H]4c2ccccc2)C3c2ccccc2)cc1 (some centres not stated) the results were GPR55 beta-arrestin -0.1%, KOR beta-arrestin-1 -0.7%, SIAH1 antagonists -6%, GPR35 antagonists -6%, HIV fusion peptide 0.0%, NOD1 NF-kB reporter 9%, KOR beta-arrestin-2 26%, AID2073 2% and GPR55 antagonists -3%.
c1ccc(-c2nnc(-c3ccccc3)o2)cc1 was read as GPR55 beta-arrestin -0.1%, KOR beta-arrestin-1 -0.7%, SIAH1 antagonists -1%, GPR35 antagonists 17%, HIV fusion peptide -2.1%, NOD1 NF-kB reporter -39%, KOR beta-arrestin-2 15%, AID2073 6% and GPR55 antagonists 11%.
Screening O=C(COCc1cc(-c2ccc3c(c2)OCO3)on1)N1CCCCC1 returned GPR55 beta-arrestin -0.1%, KOR beta-arrestin-1 5.7%, SIAH1 antagonists -8%, GPR35 antagonists -12%, HIV fusion peptide -0.9%, NOD1 NF-kB reporter 26%, KOR beta-arrestin-2 -26%, AID2073 8% and GPR55 antagonists -34%.
Screening CN1CCN(c2ccccc2NC(=O)c2cccs2)CC1 returned GPR55 beta-arrestin -0.2%, KOR beta-arrestin-1 1.0%, SIAH1 antagonists -2%, GPR35 antagonists -9%, HIV fusion peptide 1.6%, NOD1 NF-kB reporter 9%, KOR beta-arrestin-2 17%, AID2073 4% and GPR55 antagonists -10%.
Screening COc1cc2c(cc1OC)CN(C(=O)c1cccc(S(=O)(=O)N(C)C)c1)CC2 returned GPR55 beta-arrestin -0.1%, KOR beta-arrestin-1 4.5%, SIAH1 antagonists -3%, GPR35 antagonists 7%, HIV fusion peptide -2.2%, NOD1 NF-kB reporter -4%, KOR beta-arrestin-2 26%, AID2073 0% and GPR55 antagonists 4%.
O=C(CSc1nnnn1-c1ccccc1)N1CCCc2ccccc21 was read as GPR55 beta-arrestin -0.1%, KOR beta-arrestin-1 -7.1%, SIAH1 antagonists 5%, GPR35 antagonists -17%, HIV fusion peptide 0.5%, NOD1 NF-kB reporter -22%, KOR beta-arrestin-2 43%, AID2073 3% and GPR55 antagonists 3%.
For Cc1cc(C)n(/N=C/c2ccco2)c(=O)c1C#N the results were GPR55 beta-arrestin -0.2%, KOR beta-arrestin-1 11%, SIAH1 antagonists 4%, GPR35 antagonists -4%, HIV fusion peptide -1.0%, NOD1 NF-kB reporter -15%, KOR beta-arrestin-2 4%, AID2073 3% and GPR55 antagonists 9%.
`COC(=O)CNC(=O)Cc1c(C)n(C(=O)c2ccc(Cl)cc2)c2ccc(OC)cc12` gave GPR55 beta-arrestin -0.2%, KOR beta-arrestin-1 4.8%, SIAH1 antagonists -1%, GPR35 antagonists -17%, HIV fusion peptide -1.4%, NOD1 NF-kB reporter -14%, KOR beta-arrestin-2 5%, AID2073 9% and GPR55 antagonists -11%.
`CCc1ccc(-n2c(=O)c3ccc(C(=O)NCCc4ccccc4)cc3n(CC(N)=O)c2=O)cc1` gave GPR55 beta-arrestin 0.4%, KOR beta-arrestin-1 -3.5%, SIAH1 antagonists -2%, GPR35 antagonists -4%, HIV fusion peptide 0.9%, NOD1 NF-kB reporter 8%, KOR beta-arrestin-2 6%, AID2073 -2% and GPR55 antagonists -2%.
For CC(C)(C)n1nc2c(c1NC(=O)Cc1cccc3ccccc13)CS(=O)C2 (configuration not stated) the results were GPR55 beta-arrestin -0.1%, KOR beta-arrestin-1 1.3%, SIAH1 antagonists -4%, GPR35 antagonists 12%, HIV fusion peptide -1.8%, NOD1 NF-kB reporter 5%, KOR beta-arrestin-2 -12%, AID2073 -1% and GPR55 antagonists 8%.
`COc1ccc(S(=O)(=O)N2CCCC(C(=O)NCCC(C)C)C2)cc1` (configuration not stated) gave GPR55 beta-arrestin 0.1%, KOR beta-arrestin-1 -3.9%, SIAH1 antagonists -4%, GPR35 antagonists -5%, HIV fusion peptide 1.1%, NOD1 NF-kB reporter -18%, KOR beta-arrestin-2 20%, AID2073 4% and GPR55 antagonists 3%.
Screening CN(C)C(CNC(=O)CCCOc1ccccc1)c1ccco1 (configuration not stated) returned GPR55 beta-arrestin 0.0%, KOR beta-arrestin-1 13%, SIAH1 antagonists 0%, GPR35 antagonists -1%, HIV fusion peptide -1.5%, NOD1 NF-kB reporter -27%, KOR beta-arrestin-2 -5%, AID2073 3% and GPR55 antagonists -8%.
Screening O=C(Nc1cccc(O)c1)c1ccc([N+](=O)[O-])cc1Cl returned GPR55 beta-arrestin 0.7%, KOR beta-arrestin-1 -6.3%, SIAH1 antagonists 4%, GPR35 antagonists -5%, HIV fusion peptide 0.3%, NOD1 NF-kB reporter -23%, KOR beta-arrestin-2 -4%, AID2073 14% and GPR55 antagonists 2%.
For CC(C)N(CCCNC(=O)CC1Oc2ccccc2NC1=O)Cc1ccccc1 (configuration not stated) the results were GPR55 beta-arrestin -0.1%, KOR beta-arrestin-1 2.4%, SIAH1 antagonists 3%, GPR35 antagonists 4%, HIV fusion peptide 1.0%, NOD1 NF-kB reporter -1%, KOR beta-arrestin-2 17%, AID2073 -7% and GPR55 antagonists 0%.
